From PubChem
IEC-6 tox = cytotoxicity in IEC-6 intestinal epithelial cells, primary screen, cytotoxicity control for KLF5 inhibitor project, cell-based, luminescence | IEC-6 cytotoxicity, luminescence viability | inhibition, % at 5 µM | actives 0.78% (n = 290,000); in the data active = inhibition above about 22%;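 note: 0% = plate median of test compound wells and 100% = cytotoxic reference compound wells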
GSK3 alpha inh = blockers of GSK3A enzyme activity – biochemical, luminescence, cell-free homogeneous, HTS, primary screen; Glycogen synthase kinase-3 alpha (Homo sapiens), P49840; GSK-3 alpha kinase, ADP-Glo luminescence, 60 min; inhibition, % at 10 µM; actives 0.1% (n = 320,000); AID 2650, 2010;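 in the data active = inhibition above about 50%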;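 note: GST-tagged GSK-3 alpha with peptide substrate and 25 µM ATP; 0% = DMSO neutral wells and 100% = GW8510 positive control wells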
Target sequence (P49840 whole entry, looked up): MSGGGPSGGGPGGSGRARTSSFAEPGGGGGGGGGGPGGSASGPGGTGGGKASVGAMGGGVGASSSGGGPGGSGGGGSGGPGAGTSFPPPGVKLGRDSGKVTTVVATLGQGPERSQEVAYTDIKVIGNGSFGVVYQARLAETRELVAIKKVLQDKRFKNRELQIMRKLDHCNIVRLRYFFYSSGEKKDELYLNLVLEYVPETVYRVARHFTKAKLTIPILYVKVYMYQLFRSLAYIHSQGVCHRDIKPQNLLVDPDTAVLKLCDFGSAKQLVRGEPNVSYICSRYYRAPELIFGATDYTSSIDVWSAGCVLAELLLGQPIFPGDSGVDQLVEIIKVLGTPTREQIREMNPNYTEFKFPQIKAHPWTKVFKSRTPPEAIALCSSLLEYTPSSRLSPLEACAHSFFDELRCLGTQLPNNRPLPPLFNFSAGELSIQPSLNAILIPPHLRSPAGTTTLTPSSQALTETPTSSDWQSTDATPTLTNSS
aSyn 5UTR inh = MLPCN primary screen, SNCA 5' untranslated region. alpha-synuclein 5'UTR reporter, inhibitor activity. inhibition, % (tested at 7.5 µM). actives 0.82% (n = 300,000); in the data active = inhibition above about 60%; inconclusive = no clear call, values can overlap the other calls;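 note: H4 neuroglioblastoma cells stably carrying SNCA 5'UTR luciferase fusion; 0% = DMSO wells and 100% = positive control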
AI-2 QS modul = Vibrio harveyi AI-2 quorum sensing modulators, primary screen, JMH597 strain, luminescence/OD600 ratio; Vibrio harveyi JMH597 AI-2 luminescence/OD600 ratio, 9 h; hits give low values; strain lacks LuxN and CqsS sensors; 0 = neutral-control median; actives 0.4% (n = 300,000); activity change, % at 7.5 µM; in the data active = activity change below about -75%, passing the limit was not always enough; inconclusive = no clear call, values can overlap the other calls;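 note: luminescence divided by OD600 gain over 9 h not by final OD600 alone; inactives centre near 13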
KLF5 inhibitor = KLF5 expression inhibitors, primary screen, DLD-1 cells, luminescence; DLD-1 KLF5 promoter-luciferase reporter; inhibition, % at 5 µM; actives 0.23% (n = 290,000); AID 1700, 2009;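 active = inhibition above a per-plate limit of that plate's mean compound inhibition plus 3 SD, cut at about 60% in these data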;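 note: 0% = DMSO wells and 100% = LY294002 at 200 µM; higher means less KLF5 promoter-driven luciferase light; inactives centre near -14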
HSP90 inh = HSP90 inhibitors, primary screen, cell lysate, luminescence; Heat shock protein HSP 90 (rabbit reticulocyte lysate; luciferase refolding); Rabbit reticulocyte lysate, luciferase refolding luminescence, 3 h; inhibition, % at 5.6 µM; actives 0.91% (n = 290,000);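 active = inhibition above the screen-wide mean plus 3 SD, computed separately per campaign, cut at about 16% in these data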;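 note: 0% = DMSO wells and 100% = 60 µM geldanamycin wells; inhibitors lower the luminescence because luciferase stays unfolded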
HSF1 activator = HSF-1 activators, primary screen, NIH3T3-HGL cells, MG132 stress, luminescence, single point | NIH3T3-HGL HSF-1 luciferase reporter, 8 h; 100% = twice DMSO control signal | activation, % at 9 µM | actives 1.7% (n = 300,000);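 active = mean replicate activation of at least 50% with a set share of replicates each reaching 50%; inconclusive = only one of those two conditions met; inactive = mean below 50% and too few replicates reaching it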;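 note: 0% = median of the neutral control wells and 100% = twice that signal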
HSF1 inhib = HSF1 inhibitors in luciferase reporter cells, primary screen, cell-based, NIH3T3, luminescence; NIH3T3-HGL HSE-luciferase, MG132-induced, luminescence 8 h; hits give low values; activity change, negative = inhibition, % at 7.5 µM (by protocol); actives 0.77% (n = 300,000); AID 2098, 2009;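 active = more than half of replicate wells show activity change below -50%, luminescence cut by over half; inconclusive = some wells, but at most half, below -50%; inactive = no replicate well below -50%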;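 note: luciferase reports HSF-1 transcriptional activity via heat shock element; 0% = median of DMSO wells and -100% = zero luminescence signal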
GSK3beta inhib = human GSK3beta kinase inhibitors, primary screen, biochemical, cell-free homogeneous, HTS; activity score (negative = inhibition), % at 10 µM; GST-GSK3beta kinase, ADP-Glo luminescence, 60 min; hits give low values; Glycogen synthase kinase-3 beta (Homo sapiens), P49841; actives 0.038% (n = 300,000);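 active = more than half of replicate wells score below -50%, meaning over 50% inhibition versus plate controls; inconclusive = some replicates but at most half score below -50%; inactive = no replicate scores below -50%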;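 note: 0% = median DMSO wells and -100% = median GW8510 positive control wells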
Target sequence (P49841 whole entry, looked up): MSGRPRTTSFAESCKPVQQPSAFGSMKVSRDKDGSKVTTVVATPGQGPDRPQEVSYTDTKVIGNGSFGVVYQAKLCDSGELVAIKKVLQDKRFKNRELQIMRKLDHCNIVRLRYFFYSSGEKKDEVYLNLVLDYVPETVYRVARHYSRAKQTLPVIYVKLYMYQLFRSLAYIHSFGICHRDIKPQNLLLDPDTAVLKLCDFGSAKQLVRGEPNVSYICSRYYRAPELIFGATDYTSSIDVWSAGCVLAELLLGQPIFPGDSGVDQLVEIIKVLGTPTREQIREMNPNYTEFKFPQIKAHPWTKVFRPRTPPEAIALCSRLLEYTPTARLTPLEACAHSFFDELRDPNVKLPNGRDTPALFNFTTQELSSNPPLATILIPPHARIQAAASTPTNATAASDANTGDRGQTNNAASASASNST
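Test system: GST-fused GSK3beta enzyme, cell-free | Quantity: 1.6 ng GST-GSK3beta enzyme per well | Reagent: 25 µM ATP with peptide substrate | Schedule: 60 min enzyme reaction, room temperature | Signal: Luminescent ADP-Glo measurement of ADP formed | Read-out basis: Score relative to plate controls | Control set: DMSO and 20 µM GW8510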
HIF act = HIF pathway transcriptional activators, primary screen, cell-based, U2OS HRE-luciferase, luminescence. U2OS HRE-luciferase reporter; normalized: DMSO 0%, desferrioxamine 100%. activation, % at 7.5 µM (by protocol). actives 0.32% (n = 300,000);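 active = mean activation of at least 10% of the iron chelator positive control signal, with at least half of replicates also reaching 10%; inconclusive = mean and replicate majority disagree about reaching 10%; inactive = mean and most replicates under 10%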
* marks the source's active call; other numbers are inactive results; ? = inconclusive; . = not tested or not shown. Not a hit list; about 4.7% have a hit in one of these screens.

SMILES	IEC-6 tox	GSK3 alpha inh	aSyn 5UTR inh	AI-2 QS modul	KLF5 inhibitor	HSP90 inh	HSF1 activator	HSF1 inhib	GSK3beta inhib	HIF act
COC(=O)CSC1=C(C#N)C(c2ccc3c(c2)OCO3)C2=C(CCCC2=O)N1 (centres undefined)	-1	4	13	21	-9	0	29	13	0	-0.6
Cn1c(=O)c(C(=O)CN2CCCc3ccccc32)c(N)n(Cc2ccccc2)c1=O	2	-1	22	14	15	3	6	9	1	-3.2
COc1ccccc1-c1nc(=S)c(C(C)=O)c(C)[nH]1	-6	-4	-29	20	1	-2	0	-3	-2	-0.9
Oc1ccccc1C(=S)N1CCCCCC1	-2	1	-7	12	-25	5	-7	-7	1	-0.2
CCCCCCOc1ccc(N2C(=O)CC(SCCN)C2=O)cc1 (centres undefined)	2	-3	-22	-85*	-42	0	3	0	-7	-0.6
Cc1cccc(N2C(=O)C(O)=C(C(=O)c3cccs3)C2c2ccc(C(C)C)cc2)n1 (centres undefined)	5	-4	-19	26	-36	4	?	22	2	4.1
COc1ccccc1CNC(=O)COC(=O)c1cccc(S(=O)(=O)N2CCCCC2)c1	2	2	-2	0	-14	4	-1	-6	1	-0.1
NC(=O)CC(NC(=O)Cc1ccc(Br)cc1)c1ccc(N2CCC(N3CCCC3)CC2)c([N+](=O)[O-])c1 (centres undefined)	9	-3	9	2	7	4	8	0	3	-0.9
CCc1ccccc1OCCCCN1CCCCC1	-2	-2	7	20	-51	4	-6	-3	3	-0.4
Cc1cc(C)n(-c2cccc(CN3CCC(CO)(Cc4ccccc4)CC3)c2)n1	-1	-1	12	18	-10	-5	32	-1	-1	-0.7
NC(=O)COC(=O)c1ccc(-c2ccc(O)cc2)cc1	4	-1	-13	12	-6	-5	2	7	1	0.6
Cc1cccc(NC(=S)N2CCC(c3nc4ccccc4s3)CC2)c1	-3	-2	32	15	1	-2	1	-5	1	0.4
CCN(CC)C(=O)c1ccc(COc2ccc(Cl)c(C)c2)o1	1	0	-119	9	-44	-1	28	31	3	2.4
O=C(COc1ccccc1)NCC(=O)N/N=C/c1ccc(Br)cc1	7	-3	-7	-10	2	7	-2	-8	-1	0.1
CC(C)(C)C(=O)Oc1cc(N)n(S(=O)(=O)c2ccccc2)n1	3	0	17	12	-8	3	-3	-10	-3	0.9
CCCc1c(C(=O)Nc2ccc(N3CCOCC3)cc2)cnn1-c1ccccc1	-1	-2	-32	36	-27	4	16	8	-5	-0.2
CCCN1C2CCCC1CC(NC(=O)c1ccc(C(C)(C)C)cc1)C2 (centres undefined)	1	6	-31	-1	-52	0	4	-8	-5	2.5
CCc1cc2c(=O)c(-c3nc4ccccc4n3C)c(CCCC(=O)O)oc2cc1OC(=O)C(C)(C)C	0	-3	0	21	-40	2	-2	4	0	0.9
Cc1cccc2cn[nH]c12	-1	-2	-2	9	-28	-2	-2	2	4	0.1
Cc1nc(S(=O)(=O)Nc2ccc3c(c2)OCCO3)cn1C	-7	3	-15	30	-40	-1	-7	-7	3	0.0
O=C(COC(=O)c1ccc(S(=O)(=O)NCc2ccco2)cc1)NCC1CCCCC1	-2	-2	1	12	-35	4	1	3	4	-0.1
CN(C1CCCCC1)S(=O)(=O)c1ccc(S(=O)(=O)N2CCCC2)cc1	-3	-2	-4	12	0	-1	19	4	-3	0.0
Cn1nc(C(F)(F)F)c(C(=O)Nc2ccc(F)cc2F)c1Sc1ccc(C(F)(F)F)cc1	-4	.	17	22	-12	1	18	-1	1	-0.6
CC(C)(C)NC(=S)N/N=C/c1c(Cl)cccc1Cl	-3	0	20	7	-31	5	8	3	4	0.2
COC(=O)C1C(=O)c2c(n[nH]c2C)CC1(C)C (centres undefined)	6	1	1	10	-4	0	3	-1	-4	-0.3
O=C1c2oc3ccc(Cl)cc3c(=O)c2C(c2ccco2)N1CCN1CCOCC1 (centres undefined)	4	-3	-24	-2	-38	-2	4	5	3	-0.7
COc1ccc2nc(NC(=O)c3cccc(OCc4c(C)noc4C)c3)sc2c1	6	-1	-57	12	-3	1	-11	5	-7	1.4
Cc1ccc(NCc2ccccc2O)cc1C	2	-1	-116	-43	-39	-3	22	16	-1	1.4
CCOc1ccc(NC(=O)CC2S/C(=N/N=C3CCCCCC3)NC2=O)cc1 (centres undefined)	-6	-1	15	4	-23	5	8	-5	-1	-0.2
O=C(COC(=O)C1CCN(S(=O)(=O)c2ccccc2C(F)(F)F)CC1)NCc1ccc(F)cc1	14	-3	-1	15	-18	1	10	7	3	0.2
CCOC(=O)c1ccccc1OC(=O)CS(=O)c1ccccc1[N+](=O)[O-] (centres undefined)	-6	-2	-35	18	-27	-1	24	27	1	-0.2
Cc1c(-c2ccccc2)[nH]n2c(=O)c3c(nc12)CCCC3	-3	1	-166	8	-41	2	26	4	-1	1.8
CCN(CC)CCN1C(=O)C(=O)/C(=C(/O)c2ccc(C)cc2)C1c1ccncc1 (centres undefined)	5	.	-4	0	-19	6	-4	-11	3	-0.1
Cc1cc(OCC(=O)NCCc2ccc(S(N)(=O)=O)cc2)c2c(C)cc(=O)oc2c1	-8	0	2	30	-27	-8	-54	-41	1	-0.4
CCn1cc(C(=O)OCC(=O)Nc2c(C)n(C)n(-c3ccccc3)c2=O)c(=O)c2ccc(C)nc21	1	1	26	23	5	3	-22	-3	2	-0.1
Nc1nc(NCc2ccc(Cl)cc2)nc(NCCO)c1[N+](=O)[O-]	-4	13	30	20	0	4	17	2	-1	-0.5
CSc1nc(C)c(C(=O)Nc2ccccc2)c(C)c1C#N	0	1	-9	7	-3	-2	29	3	0	-0.1
CCSc1nc(-c2ccccc2)nc2c1CCCC2	4	3	4	19	21	1	-6	-6	-3	0.1
CCOC(=O)c1ccc(NC(=O)CSc2nnc(C3CC3)n2CC)cc1	2	-3	3	21	4	-3	2	2	-1	-0.9
COc1cc(CCN2C(=O)N[C@@H](CCc3ccccc3)C(C(C)=O)=C2C)cc(OC)c1OC	-3	-3	.	.	-9	3	.	.	.	.
Cn1c(=O)c2c(nc(CN3CCN(c4ccccc4F)CC3)n2CCCc2ccccc2)n(C)c1=O	-4	1	6	20	-18	-1	-11	2	-4	0.2
Cc1csc(SCC(=O)Nc2cc(S(=O)(=O)N(C)C)ccc2C)n1	.	-4	-7	10	.	.	8	-4	3	0.1
COc1ccccc1-c1noc2ncnc(Nc3cccc(C)c3)c12	0	-3	-4	10	-15	-4	-2	1	1	-0.4
Cc1ccc(O)c(C(=O)c2cnc3c(c2)c(C)nn3-c2ccccc2)c1	-3	-3	2	46	3	0	-16	-3	2	0.1
CCOC(=O)c1cccnc1SC(CC)C(=O)N1CCOCC1 (centres undefined)	7	-3	5	5	3	4	2	-4	1	0.0
CCCCCCn1c(N2CCCC2)nc2c1c(=O)n(C)c(=O)n2C	-6	-1	7	2	-41	1	19	9	-2	-17
CCOC(=O)CSc1cc(C)nc(N)n1	-5	-1	0	41	-1	1	16	1	-3	0.0
COc1ccccc1C(=O)NCC(c1cccs1)N1CCc2ccccc21 (centres undefined)	.	4	10	11	.	.	28	18	-1	2.7
O=C(O)C1CCC(c2ccc(-c3ccccc3)cc2)CC1 (centres undefined)	5	-4	-84	14	-140	2	-16	-17	-3	1.5
CC(C)c1ccc(NC(=O)Cn2ncc3ccccc32)cc1	0	-2	-178	17	-106	-4	19	11	-2	2.6
Cc1ccccc1N1C(=O)Cc2ccccc2C1=O	5	2	11	18	-2	2	9	-4	-2	-0.3
COc1ccc(/C=N/NC(=O)c2nc(-c3ccccc3)n(-c3ccccc3)n2)cc1OC	3	0	-13	12	-38	0	-6	1	5	.
CCOc1ccccc1-n1c(=O)c2ccccc2c2ccccc2c1=O	-2	-2	-27	-13	-7	1	34	16	3	-0.1
Cc1ccccc1CSc1ccc(-c2ccc3c(c2)OCO3)nn1	1	-2	-83	-1	-12	-1	42	26	-4	1.5
O=C(c1cc(Cl)ccc1Cl)N1CCc2ccccc21	-4	4	14	.	-20	-1	-7	-7	.	-1.4
CC(C)(C)NC(=O)C(OC(=O)Cn1nnc(-c2ccc(F)cc2)n1)c1ccncc1 (centres undefined)	-2	-5	15	20	-37	0	-1	-2	1	-0.7
C#CCOc1ccc2c(C)cc(=O)oc2c1	-3	-3	-7	17	-23	-7	1	-8	-2	-0.1
CN(C)c1ccc(N/C=C/C(=O)C(C)(C)C)cc1	-5	-4	-78	20	-44	6	-5	14	-1	7.2
CSc1ccc(C2C3(C#N)C(N)=NC4(OCCO4)C23C#N)cc1 (centres undefined)	-10	.	-3	11	3	1	-13	-7	3	0.0
COc1ccccc1CN1CC(C(=O)NCCN2CCOC2=O)CCC1=O (centres undefined)	3	.	5	7	-28	-3	-8	1	-2	0.7

Marked active in AI-2 QS modul, of those listed so far:
SMILES,GSK3 alpha inh,aSyn 5UTR inh,AI-2 QS modul,KLF5 inhibitor,HSP90 inh,HSF1 activator,HSF1 inhib,GSK3beta inhib
CCCCCCOc1ccc(N2C(=O)CC(SCCN)C2=O)cc1 (centres undefined),-3,-22,-85*,-42,0,3,0,-7

Next results
SMILES	IEC-6 tox	GSK3 alpha inh	aSyn 5UTR inh	AI-2 QS modul	KLF5 inhibitor	HSP90 inh	HSF1 activator	HSF1 inhib	GSK3beta inhib	HIF act
O=C(CSc1nnc(-c2ccco2)o1)N1CCOCC1	-3	-5	16	27	2	3	-1	-6	2	-0.3
COc1cccc(-n2c(SCC(N)=O)nnc2-c2ccncc2)c1	-3	3	13	22	0	-4	-5	-5	1	0.4
COc1ccc(C2=NN(CCC(=O)NC3CCCCCC3)C(=O)CC2)cc1	2	4	-2	1	-2	2	-9	0	3	0.6
COc1ccc(CCNC(=O)C(=O)Nc2ccc3c(c2)OCO3)cc1OC	-6	.	-15	19	-16	0	0	-3	3	0.4
Cc1cc(C)n(C(=O)c2ccc(C)c(S(=O)(=O)N3CCCC3)c2)n1	0	0	-14	-1	-4	-1	-12	-5	-2	-0.2
CCOC(=O)c1ccc(Nc2ncnc3ccccc23)cc1	-3	-3	-93	20	-7	-2	-28	-26	1	5.0
